# Compound activity: PubChem, Fisher Drug Discovery Resource Center
# NPYLR7 agonist – activates Aedes aegypti NPYLR7 receptor. hit rate 0.15% among 270,000. activation, % at 10 µM. HEK293T NPYLR7/Galpha15, GCaMP6s calcium fluorescence; in the data active means activation above about 40%;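 further: 0% = vehicle and 100% = reference agonist at the receptor; some compounds past the cut are filed as inactive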
# mcGAS inh – mouse cGAS inhibition by luminescence | recombinant cGAS, Kinase-Glo ATP depletion luminescence | Q8C6L5 | hit rate 0.15% among 160,000 | AID 1259399 | inhibition, % at 12.5 µM;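 further: 0% = negative control wells and 100% = reference inhibitor with no enzyme activity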
# hcGAS inh – human cGAS inhibition; AID 1259398; Q8N884; inhibition, % at 12.5 µM; hit rate 0.081% among 290,000; recombinant h-cGAS, ATP depletion, Kinase-Glo luminescence;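 further: 0% = vehicle reaction and 100% = reaction without DNA for no activity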
# Target sequence (Q8N884 whole entry, looked up): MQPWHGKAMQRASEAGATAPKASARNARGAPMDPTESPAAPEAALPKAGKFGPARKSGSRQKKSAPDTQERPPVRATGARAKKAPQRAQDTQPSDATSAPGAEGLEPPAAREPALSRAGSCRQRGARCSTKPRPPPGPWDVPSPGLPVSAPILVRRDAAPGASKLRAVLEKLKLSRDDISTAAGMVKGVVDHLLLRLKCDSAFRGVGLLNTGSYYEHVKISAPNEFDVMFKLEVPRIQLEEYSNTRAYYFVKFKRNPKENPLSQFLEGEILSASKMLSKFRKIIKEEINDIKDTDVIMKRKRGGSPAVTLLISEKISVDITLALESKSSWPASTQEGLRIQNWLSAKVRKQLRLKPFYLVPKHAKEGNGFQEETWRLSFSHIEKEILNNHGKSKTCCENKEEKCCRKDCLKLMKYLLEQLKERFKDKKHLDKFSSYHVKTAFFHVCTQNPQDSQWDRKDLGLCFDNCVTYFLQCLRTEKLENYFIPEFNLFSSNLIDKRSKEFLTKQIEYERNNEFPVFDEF
# * hit, by the source's call; / = no result given; & = joins results of further samples. Unless noted, no stated cut-off is given here; in the data, active means inhibition above about 40%; inactive means the rest.
SMILES,NPYLR7 agonist,mcGAS inh,hcGAS inh
CCCCCc1ccc(C(=O)N2CCN(c3nc(-c4ccc(C)cc4)nc(C)c3C)CC2)cc1,-5.3,-7.3,-12.4
CCOP(=O)(Cc1ccc(NC(=O)CCCNC(=O)OCc2ccccc2)cc1)OCC,-10.0,-0.8,-7.0
O=C(c1c[nH]c(=O)c(Cl)c1)N(CCc1ccccc1)c1ccccc1,2.2,-14.6,-8.8
C=C(C)CNC(=O)c1cncn1-c1cccc(-c2cccc(OC(F)(F)F)c2)c1,-4.8,-4.8,-4.6
CCOC1CC(N(C)c2nn3c(=O)ccnc3s2)C12CCCC2 (configuration not stated),3.4,/,-6.5
O=S(=O)(/C=C/c1ccccc1)Nc1ccccc1C(F)(F)F,7.5,-4.0,-16.4
O=C(NCCc1cn2ccccc2n1)NC1CCCCCCC1,0.9,-6.6,-3.4
CSCCC(N)c1nc2ccccc2s1 (configuration not stated),-10.0&-0.3,-5.8,6.7&-9.0
COc1ccc(S(=O)(=O)Oc2cccc(CN(C(=O)c3ccccc3Cl)C3CC3)c2)cc1,0.0,-3.1,-1.1
COc1cc(=O)n(-c2ccccc2C)nc1C(=O)N1CCN(c2ccccc2F)CC1,3.1,/,-11.7
COCCCN1CC2=C(C1=O)C(c1ccc(OC)cc1)NC(=O)N2C (configuration not stated),-2.3,-3.7,-3.3
CCOCCn1cc(C2CCN(C(=O)c3c(Cl)cc(Cl)cc3Cl)CC2)c2ccccc21,4.4,-6.6,-4.8
CC(=O)C(C)n1c(CN2CCN(c3ccccc3F)CC2)nc2c1c(=O)n(C)c(=O)n2C (configuration not stated),-2.7,-0.6,3.3
Cc1cc(C)cc(CC(=O)N2CCC2(C)C(=O)NS(=O)(=O)c2ccc(C#N)cc2)c1 (configuration not stated),3.5,/,-7.7
COc1cc(NC(=O)N(CCCN2CCOCC2)CC(=O)N(Cc2ccc3c(c2)OCO3)Cc2ccco2)cc(OC)c1,5.8,-5.7,-4.5

# Brought forward from above: four entries, then new ones.
SMILES,NPYLR7 agonist,mcGAS inh,hcGAS inh
CCOCCn1cc(C2CCN(C(=O)c3c(Cl)cc(Cl)cc3Cl)CC2)c2ccccc21,4.4,-6.6,-4.8
CC(=O)C(C)n1c(CN2CCN(c3ccccc3F)CC2)nc2c1c(=O)n(C)c(=O)n2C (configuration not stated),-2.7,-0.6,3.3
Cc1cc(C)cc(CC(=O)N2CCC2(C)C(=O)NS(=O)(=O)c2ccc(C#N)cc2)c1 (configuration not stated),3.5,/,-7.7
COc1cc(NC(=O)N(CCCN2CCOCC2)CC(=O)N(Cc2ccc3c(c2)OCO3)Cc2ccco2)cc(OC)c1,5.8,-5.7,-4.5
CC(NC(=O)CSc1nc2ccccc2s1)C12CC3CC(CC(C3)C1)C2 (configuration not stated),-7.1,31.9,-4.4
COc1cc(Cl)ccc1C(=O)N1C[C@H]2C[C@H](O)[C@H](O)C[C@H]2C1,1.1,/,1.8
CNC(=O)[C@@H]1[C@@H](OC(N)=O)C(=O)N(C)C12CCN(C(=O)c1ccc(C(F)(F)F)cc1)CC2,26.7,-5.0,-3.6
O=C(Cn1cnc([N+](=O)[O-])n1)NCc1ccccc1,4.7,-4.8,-3.7
CC1=NN(c2cccc(Cl)c2)C(=O)C12CC(C)=C(C)CS2(=O)=O (configuration not stated),8.6,/,-4.7
Nc1nnc(P(=O)(c2ccccc2)c2ccccc2)s1,5.8&2.1,-1.0,0.3&-2.3
Cc1cccc(C(=O)N2CCN(c3ncccc3NC(=O)c3ccc4c(c3)OCO4)CC2)c1C,0.7,-6.8,-5.2
CC(=O)SC[C@@H](C)C(=O)N1CCC[C@H]1C(=O)N1CCN(Cc2cc3ccccc3o2)CC1,8.0,/,-2.2
OCc1ccc(-c2nccnc2N2CCN(c3ccncc3)CC2)cc1,-3.9,-1.7,-3.0
CSc1ccccc1C(=O)N(CCn1cccn1)c1nc2ccccc2s1,-20.5,0.7,1.0
Cc1nn(-c2ccccc2)c2nc(C3CCOCC3)nc(N3CCN(C(=O)c4cccc(Br)c4)CC3)c12,-1.7,-4.0,-2.5
CCOc1ccccc1C1C(C(=O)OCCOC)=C(C)NC2=C1C(=O)CC(c1ccccc1)C2 (configuration not stated),0.4,-4.7,-6.3
O=C(c1ccc(Cl)s1)N(CCCn1ccnc1)c1nc2ccccc2s1,-15.9,-5.0,-0.3
CCOC(=O)c1nn(-c2ccccc2C)c(=O)cc1OCC(=O)Nc1cccc(Cl)c1,9.2,/,-3.8
Cc1ccccc1NC(=O)N1C[C@@H](O)[C@H](NC2CCC(O)CC2)C1 (some centres not stated),7.9,/,-7.6
CCC(CC)C(=O)N(Cc1ccco1)Cc1cc(N)ccc1N(C)C,-5.8,-6.5,-2.3
COc1ccc(CCN(Cc2ccc(C)s2)C(=O)CN(C(=O)Nc2ccccc2Br)C(C)C)cc1OC,12.4,-3.7,-3.0
COc1ccc(-c2nc3c(c(=O)[nH]2)Cc2c(ccc4ccccc24)O3)c(OC)c1OC,-3.5,/,-2.2
CC(C)COC(=O)N1[C@@H](c2ccccc2)[C@@H](C(=O)O)C[C@]12CCCCNC2=O,4.6,-7.6,-6.8
CCOc1ccc(NC(=O)CN(C)S(=O)(=O)c2c(C(=O)OC)sc3ccccc23)cc1,11.5,/,-3.2
CC(C1CC1)N(CC(F)(F)F)C(=O)c1cc(Cl)nc2ccccc12 (configuration not stated),-3.4,/,-6.8
N#CCc1nc(-c2ccc(C(F)(F)F)cc2)n[nH]1,2.9,-6.7,-4.1
Cc1ccc(OCC2c3ccsc3CCN2C(=O)CN(C(=O)C2CCCC2)C2CC2)c(C)c1 (configuration not stated),-3.5,-4.4,-7.0
O=c1cc(CN2CCCC(O)(CO)CC2)[nH]c2ccc(Cl)cc12 (configuration not stated),9.7,/,-2.9
CCc1[nH]c2c(CNC(=O)Cn3cc(C)cn3)cc(C)cc2c1C,10.7,-3.6,-1.7
Cc1cccc(CSc2nnc(CNC(=O)NC34CC5CC(CC(C5)C3)C4)n2-c2ccc([N+](=O)[O-])cc2)c1,/,-4.7,-9.2
O=C(O)Cc1c(-c2ccc(Cl)cc2)c2ccccc2[nH]c1=O,4.9,/,-7.8
Cc1nc(C)c(CC(=O)N[C@H]2CCC[C@H]2Cc2ccc(F)cc2)c(=O)[nH]1,13.6,-11.2,-0.8
CC(=O)CSc1ncnc2c1nnn2Cc1ccc(Cl)cc1,15.0,16.8,-5.0
Nc1ccc2scnc2c1,-5.0,/,-9.7
Cn1ncc(Oc2ccc(Cl)cc2)c(Nc2cccc(C(=O)NCc3ccco3)c2)c1=O,/,-6.6,-8.8
Cn1nc(C2CCC2)cc1NC(=O)c1ccccc1F,-18.6,/,0.5
CCn1cc(CN2CCOc3ccc(C4(O)CCN(c5ccccc5F)CC4)cc3C2)c(C)n1,23.6,-10.3,-6.9
CCOC(=O)C1(CC2CC2)CCN(C(=O)c2cccc(-c3cccc(F)c3)c2)CC1,16.6,-11.3,-14.9
COc1cccc(-c2cnc(C3CCCN3)[nH]2)c1 (configuration not stated),-6.6,/,-1.0
CC1(C(=O)Nc2cnc3ccccc3c2)CCN1C(=O)C/C=C/c1ccccc1 (configuration not stated),13.8,-3.1,-6.6
COc1ccc(-n2nc(C(=O)N3CCN(C)CC3)c(=O)n(Cc3cccc(C(F)(F)F)c3)c2=O)cc1OC,14.3,-4.1,-6.0
CC1CCN(S(=O)(=O)c2ccc(-c3nc(C#N)c(NCc4ccc5c(c4)OCO5)o3)cc2)CC1,-0.2,0.3,-0.6
CN1CCN(c2ccc(CNCc3ccc(F)cc3F)cn2)CC1,7.5,/,-0.4
Cc1[nH]n(-c2nc(-c3ccc(Br)cc3)cs2)c(=O)c1N=Nc1ccccc1[N+](=O)[O-],1.5,2.8,5.2
CC(C)(C)OC(=O)NC1(c2nc(-c3ccncc3)no2)CC1,-19.5,/,-10.1
COc1cccc(S(=O)(=O)N2CCN(c3nc4ccccc4nc3C)CC2)c1,17.5,-5.0,-7.0
CC(C)(C)CC(=O)N1CCC(N2C(=O)C3(CCCCC3)C2c2ccncc2)CC1 (configuration not stated),/,-3.9,-9.3
CCOC(=O)C1CCCN(C(=O)c2nn(-c3cccc(C)c3)c(=O)n(Cc3ccccc3Cl)c2=O)C1 (configuration not stated),13.2,-2.7,-3.9
O=C(c1ccco1)N1CCc2ccc(NS(=O)(=O)c3ccc(F)cc3F)cc2C1,0.8,/,3.9
CCOCCCNC(=O)Nc1cn(C)c2ccccc12,2.0,-10.9,-6.1
N#CC(=Cc1ccc(O)c(O)c1)c1nnc2n1CCCCC2,17.9,/,-5.6
O=C(NCc1ccccc1F)N(Cc1ccco1)Cc1ccccc1O,2.1,/,-3.6
CCOc1ccc(-n2ccnc(SCC(=O)NC3CCCCC3)c2=O)cc1,0.7,-7.1,-12.2
Cc1cccc(-c2ccc(CNC(=O)c3ccc(=O)n(C)n3)cc2)c1,0.2,/,3.6&-7.1
COCC(=O)NCc1ccc(C)cc1OCC1CC1,7.6,/,-9.0
CCOc1ccccc1C=C1N=C(c2ccc(F)cc2)OC1=O,2.8,/,1.3
O=C(CSc1ccc(NC(=O)C2CC2)nn1)NCc1ccc2c(c1)OCO2,0.6,/,0.7
COc1ccccc1N1CCN(c2ccc(NC(=O)c3ccc(Cl)cc3)cc2C(=O)NC2CC2)CC1,-8.6,-1.1,0.1
CC(C(=O)NCCN(C)S(C)(=O)=O)N1C[C@@H](C)O[C@@H](C)C1 (some centres not stated),-5.0,/,-5.9
CCCN1C(=O)C(=Cc2ccccn2)SC1=S,-11.8,0.9,0.5
COc1cc2c(cc1OC)C(c1ccccc1Cl)N(C(=O)Nc1cccc(C#N)c1)CC2 (configuration not stated),20.8,-6.3,-3.8
CC(C)CC(NC(=O)c1cccn(C)c1=O)c1nnc2n1CCNCC2 (configuration not stated),-0.6,-16.9,-7.3
COc1cc2nc(NC(C)c3ccccn3)nc(N)c2cc1OC (configuration not stated),9.1,/,-8.2
CC(=O)c1ccc(N2CCN(C(=O)CCC(=O)N3CCc4ccccc4C3)CC2)cc1,-10.2,-1.8,-8.9

# Part of the list above in order of molecular weight, largest number first:
SMILES,NPYLR7 agonist,mcGAS inh,hcGAS inh
CC(=O)c1ccc(N2CCN(C(=O)CCC(=O)N3CCc4ccccc4C3)CC2)cc1,-10.2,-1.8,-8.9
CC(C)CC(NC(=O)c1cccn(C)c1=O)c1nnc2n1CCNCC2 (configuration not stated),-0.6,-16.9,-7.3
CCOCCCNC(=O)Nc1cn(C)c2ccccc12,2.0,-10.9,-6.1

# (cont.)
SMILES,NPYLR7 agonist,mcGAS inh,hcGAS inh
COc1cccc(-c2ncc(CN3C[C@H]4C[C@H](O)[C@H](O)C[C@H]4C3)s2)c1,-1.0,/,-1.1
COc1nc(-c2cccc(C(F)(F)F)c2)n(-c2ccc(NCC(O)COCc3ccccc3)cc2)n1 (configuration not stated),26.2,-4.5,-10.8
Cc1ccc(OCC(=O)O)c2c1C(C)/C(=C/c1cnn(C)c1)C2=O (configuration not stated),2.6&-2.0,/,-8.3&-4.2
COc1ccc(NC(=O)c2ccc(CSc3nnc(-c4ccncc4)n3-c3ccc(F)cc3)cc2)cc1OC,2.2,-5.3,-10.3
CCN1CCN(S(=O)(=O)c2ccc(OC)c(N3CCN(C(=O)C=C(C)C)CC3)c2)CC1,22.2,-7.7,-4.4
Cn1ccc(CN2CCCCC2C(=O)Nc2ccc(Cl)c(Cl)c2)cc1=O (configuration not stated),-1.8,/,-0.8
CC(NC(=O)c1ccc(NC(=O)CSc2nncn2C)cc1)C1CC1 (configuration not stated),1.8,-17.0,-6.6
O=C(CN1CSCC1=O)Nc1nc(-c2ccc3ccccc3c2)cs1,-1.7,-6.4,-9.2
CN1C(=O)CS(=O)(=O)C12CCN(C(=O)CC(C)(C)C)CC2,/,-4.9,-11.0
COc1cccc(COc2coc(C(=O)Nc3nnc(C)s3)cc2=O)c1,1.5,/,-7.6
COc1cccc(-n2c(=O)[nH]c3c(C(N)=O)nc(-c4ccc(F)c(F)c4)nc32)c1,9.6,/,-9.1
O=C(O)C1COC2(CCCCC2)N1C(=O)c1cccs1 (configuration not stated),13.0,-4.2,-0.5
Cc1[nH]ncc1C(=O)NC(C)C1(N2CCOCC2)CCCC1 (configuration not stated),3.4,/,-11.5
O=C(C1CCC1)N(Cc1ccccc1)[C@@H]1C[C@@H]2CO[C@H](c3ccccc3)C[C@@H]2C1,10.3,-7.0,-3.3
Cc1nnc(-c2cccc(NC(=O)C3CCN(C(=O)c4ccsc4)CC3)c2)s1,0.5,/,4.3

# Structures from the list above that contain a nitro group on carbon, in the order listed:
SMILES,NPYLR7 agonist,mcGAS inh,hcGAS inh
O=C(Cn1cnc([N+](=O)[O-])n1)NCc1ccccc1,4.7,-4.8,-3.7
Cc1cccc(CSc2nnc(CNC(=O)NC34CC5CC(CC(C5)C3)C4)n2-c2ccc([N+](=O)[O-])cc2)c1,/,-4.7,-9.2
Cc1[nH]n(-c2nc(-c3ccc(Br)cc3)cs2)c(=O)c1N=Nc1ccccc1[N+](=O)[O-],1.5,2.8,5.2

# Going on with the list:
SMILES,NPYLR7 agonist,mcGAS inh,hcGAS inh
COC(=O)c1ccc(-c2nc(CN3CCCC3c3cccc(OC)c3)c(C)o2)cc1 (configuration not stated),2.5,/,-12.4
CC(C)NC(=O)CCS(=O)(=O)c1ccccc1Cl,17.8,/,-8.3
N#CC[C@@H](NC(=O)C1=C[C@@H](N)[C@@H](O)[C@H](O)C1)C(N)=O,16.1,-5.6,-3.3
O=c1[nH]nc(CCn2cccn2)n1-c1cccc(Br)c1,15.1,/,-4.8
O=C(CC1=CCCCC1)NCc1cccnc1N1CCOCC1,5.6,/,-1.8
Cc1oc(-c2ccc(Cl)cc2)nc1CSc1n[nH]c(=O)c2cc(-c3ccco3)nn12,/,-5.3,0.8
Cc1ccc(S(=O)(=O)N2CCN(C(=O)/C=C/c3cnn(C)c3)CC2)c(C)c1,9.1,/,-5.2

# Compounds as they come. About 0.29% of those tested had a hit in this group.
